Screens deposited in PubChem BioAssay by The Scripps Research Institute Molecular Screening Center.
SRC1 TRFRET art = counter-screen for PPARgamma SRC-1 recruitment agonists: TR-FRET artefact | TR-FRET detection artefact counter-screen, emission ratio; stronger effect = higher value | TR-FRET ratio at 8 µM | 99,000 tested, 0.34% active | AID 1051; in the data active = TR-FRET ratio above about 2300; also: inactives centre near 1800; reference of the scale not given here
SRC3 TRFRET art = counter-screen for PPARgamma SRC-3 recruitment agonists: TR-FRET artefact; PPARgamma/SRC-3 format; stronger effect = higher value; TR-FRET ratio at 8 µM; 99,000 tested, 0.39% active; AID 1048; in the data active = TR-FRET ratio above about 2000; also: inactives centre near 1600; reference of the scale not given here
Starred values were filed as active, the others as inactive.

mol,SRC1 TRFRET art,SRC3 TRFRET art
CC(NC(=O)CCc1nnc(-c2ccccc2)o1)c1ccccc1 (stereo unspecified),1514,1481
Cc1ccc(NC(=O)COC(=O)/C=C/c2c(C)nn(-c3ccc(F)cc3)c2Cl)cc1F,1673,1296
CC(=O)CSc1nnc2c3ccccc3nc(C(C)(C)C)n12,1838,1479
C/C(=N\NC(=O)c1nn(C)c(C)c1Br)c1ccc(NC(=O)c2ccoc2C)cc1,1723,1834
Nn1c(Cc2cccc3ccccc23)nnc1SCc1ccccc1,1833,1571
O=[N+]([O-])c1cccc(/C=N/Nc2ccccn2)c1,1719,1506
COc1cc([N+](=O)[O-])ccc1NC(=O)/C=C\C(=O)O,2023,1618
COc1ccc(C(NC(=O)c2ccc(F)cc2)c2ccccc2)cc1 (stereo unspecified),1633,1543
Cc1cc(C(=O)COC(=O)Cc2n[nH]c(=O)c3ccccc23)c(C)n1-c1ccc2c(c1)OCO2,1738,1453
O=C(C1=C[C@H](C2CC2)C[C@H](OCCCCO)O1)N1CCOCC1,1595,1434
Cc1ccccc1OCCN1CCC(Cc2ccccc2)CC1,1587,1809
Cc1c(N=Cc2ccco2)c(=O)n(-c2ccccc2)n1C,1734,1404
CCCN=C(C)C1=C(O)c2ccccc2C1=O,1738,1602
Cc1cc[n+](-c2ccccc2)c2ccccc12,1878,1616
O=S1(=O)CCN(Cc2cccc(C(F)(F)F)c2)CC1,1722,1308
CC(C)CN1C(=O)c2ccc(NC(=O)Cc3ccccc3)cc2C1=O,1759,1486
CCOC(=O)C1C(=O)CC(C)(O)C(C(=O)OCC)C1c1ccc(NC(C)=O)cc1 (stereo unspecified),1559,1487
CN1C(=O)NC(c2ccccc2)C2=C1CN(Cc1ccco1)C2=O (stereo unspecified),2289,1997
Cc1[nH]c2ccccc2c1/C=N/NC(=O)c1cccc(F)c1,1606,1754
COc1ccc(NC(=O)N2CCCC(c3nc(-c4ccc(F)cc4)no3)C2)cc1 (stereo unspecified),1909,1740
CCN(CC)CCNC(=O)c1ccc(-n2c(C)cc3c2CCCC3=O)cc1,1588,1501
CC(C(=O)NCc1ccco1)n1cc([N+](=O)[O-])cn1 (stereo unspecified),1655,1462
CCc1ccc(NC(=O)C(=O)NCCN2CCN(Cc3ccc([N+](=O)[O-])cc3)CC2)cc1,1878,1628
O=C(/C=C/c1ccccc1Cl)NCc1cccs1,1567,1423
CCNS(=O)(=O)c1ccc(NC(=O)Nc2ccccc2OC)cc1,1979,1625
C=CCn1c(SCC(=O)N2CCN(c3ccc(F)cc3)CC2)nnc1-c1ccco1,1801,1612
CCOC(=O)c1c(-c2ccccc2)csc1NC(=O)CCN1CCOCC1,2115,1652
CCOC(=O)C1CCCN(C(=O)Cn2cnc3c2c(=O)n(C)c(=O)n3C)C1 (stereo unspecified),1532,1747
Cc1ccc(C(=O)N2CCN3C(=O)c4ccccc4C23c2ccccc2)cc1 (stereo unspecified),1486,1522
CC(=O)Nc1ccc2nc(SCC(=O)NCCOc3ccccc3)sc2c1,1875,1764

Remaining list, next part
mol,SRC1 TRFRET art,SRC3 TRFRET art
COc1ccc(NC(=O)CCn2cccc2)c(OC)c1,1764,1677
COc1cc(/C=N/NC(=O)CCn2c3ccccc3c3ccccc32)cc(OC)c1OC,1825,1501
CCOCCCNC(=S)Nc1ccc2nc3n(c(=O)c2c1)CCCCC3,1760,1555
CCOC(=O)c1[nH]n(-c2ccc(Cl)cc2)c(=O)c1C,1772,1525
CC(C)(C)N(NC(=O)Nc1ccc(F)cc1)C(=O)c1ccccc1,1683,1561
CCOc1ccc(NC(=S)NC(C)CCc2ccccc2)cc1 (stereo unspecified),1599,1556
O=C(NC(Cc1c[nH]c2ccccc12)C(=O)N/N=C/c1cccnc1)c1cccs1 (stereo unspecified),1801,1534
CCN(CC)C(=O)Oc1ccnc2cc(Cl)ccc12,1931,1738
COc1cccc(-c2nn(-c3ccccc3)cc2C(=O)OCC(=O)Nc2ncc(Cl)cc2Cl)c1,2559*,3059*
Cc1sc2nc(SCC(=O)NCCOCCO)n(C)c(=O)c2c1C,1880,1339
CCOc1ccc(CCNC(=O)c2cccc(C#N)c2)cc1OCC,1621,1399
COc1ccccc1N1CCN(C2CCN(C(=O)c3cccc(F)c3)CC2)CC1,2035,1607
Cc1ccc(C(=O)Nc2cccnc2)cc1[N+](=O)[O-],2125,1385
CCSc1nnc(NC(=O)NCC(F)(F)F)s1,2006,1411
O=C1NCCN(Cc2c(F)cccc2Cl)C1CC(=O)N1CCCO1 (stereo unspecified),1508,1536
COC(=O)[C@H]1C[C@@H]1[C@H](NS(=O)(=O)c1ccccc1)c1ccccc1,1595,1254
CC1=C(C(=O)OC2CCCCC2)C(c2cccnc2)n2ncnc2N1 (stereo unspecified),1861,1429
CCC(C(=O)O)P(=O)(c1ccc(Cl)cc1)c1ccc(Cl)cc1 (stereo unspecified),1700,1431
COc1ccc(C)cc1NC(=O)CN(c1ccc(C)cc1)S(C)(=O)=O,2006,1699
Cc1ncc(CO)c(/C=N/NC(=O)c2ccc(O)cc2)c1O,1684,1607
COc1cccc(N2C(=O)C(Cc3c[nH]c4ccccc34)NC2=S)c1 (stereo unspecified),1856,1563
NC(=O)N/N=C\c1cc(Br)ccc1O,2036,1779
Nc1nc(SCc2ccc(F)cc2)ns1,1682,1632
Cc1cccc(C(=O)NC(=S)N2CCN(c3ccc([N+](=O)[O-])cc3)CC2)c1,1794,1429
CCCCCCN1C(=O)C(O)=C(C(C)=O)C1c1ccc(Cl)cc1 (stereo unspecified),1903,1739
CCCn1cc(S(=O)(=O)CC(=O)N2CCc3ccccc32)c2ccccc21,1800,1636
O=C(NCc1ccco1)C1CCCN1C(=O)Nc1ccccc1Cl (stereo unspecified),1577,1686
COc1ccc([N+](=O)[O-])cc1N(CC(=O)NC1CCCC1)S(C)(=O)=O,1619,1332
Nc1ccc(Cc2ccc(N)c(O)c2)cc1O,1802,1610
CN(C)NC(=S)NC(=O)C12CC3CC(CC(C3)C1)C2,1708,1489

Other results
mol,SRC1 TRFRET art,SRC3 TRFRET art
COc1ccc2[nH]c(=O)c(CN(Cc3cccs3)C(=S)Nc3cccc(C)c3)cc2c1,1541,1553
CC(C)N(C(=S)Nc1cccc(C(F)(F)F)c1)C(C)c1ccccn1 (stereo unspecified),1534,1527
Cc1ccc(S(=O)(=O)N(CC(=O)O)c2ccc(Cl)c(C(F)(F)F)c2)cc1,1859,1618
O=C(O)C1CC=CCC1C(=O)Nc1ccccc1C(=O)N1CCN(c2ccc(F)cc2)CC1 (stereo unspecified),1917,1589
CC(=O)Nc1ccc(S(=O)(=O)NC(C)C(=O)NC(C)c2ccccc2)cc1 (stereo unspecified),1676,1363
O=C(COC(=O)c1ccccc1)NCCC1=CCCCC1,1458,1310
O=C(O)/C=C/C(=O)Nc1cccnc1,1659,1649
OCCC1CN(Cc2nc3ccccc3s2)CCN1C1CCCCC1 (stereo unspecified),1845,1663
CC(=O)Nc1c(C)ccc(S(N)(=O)=O)c1C,1922,1483
COc1cc(/C=C/C2=CC(C)(C)NC(=S)N2)cc(OC)c1OC,1690,1504
Cc1c(O)nc(SCC(=O)Nc2ccc3c4c(cccc24)CC3)n(-c2ccc(F)cc2)c1=O,1962,1678
CN(Cc1ccccc1)S(=O)(=O)c1ccccc1[N+](=O)[O-],1724,1624
O=C(N/C(C(=O)N1CCOCC1)=C(\Sc1ncccn1)c1ccccc1)c1ccccc1,1944,1736
O=C(Cn1cnc2c(nnn2Cc2ccccc2)c1=O)NCc1ccco1,1741,1610
CNc1c([N+](=O)[O-])cnn1-c1ccccn1,1534,1547
CC(=O)c1cc(-c2ccc(F)cc2)n(CCC(=O)Nc2cccnc2)c1C,1843,1766
CC1Cc2ccccc2N1C(=O)c1ccc(N2CCCCC2)c([N+](=O)[O-])c1 (stereo unspecified),1827,1649
COc1ccc(C(=O)N/N=C2\CCc3ccccc32)cc1OC,1831,1563
Cc1cccn2c(=O)c(/C=C(\C#N)C(=O)NC3CCS(=O)(=O)C3)c(N3CCC(C)CC3)nc12 (stereo unspecified),1888,1673
CCOc1ccc(-n2c(SCC(=O)Nc3nccs3)nc3c(c2=O)SCC3)cc1,1730,1522
Cc1ccnc(NC(=S)NC(=O)/C=C/c2ccc(Cl)cc2)c1,1745,1515
Cc1ccc(S(=O)(=O)N(C)C)cc1NC(=S)NC(C)CCCC(C)C (stereo unspecified),1597,1460
CCC(=O)N1CCc2cc(S(=O)(=O)CCC(=O)Nc3ccc(C)cn3)ccc21,1496,1335
CCOC(=O)NC1(Nc2ccc(C)cc2)Oc2ccccc2O1,1698,1600
CCOCCCNCc1cc(Cl)cc(Cl)c1OCC,2078,1859
COc1ccc(Cn2nnnc2CN(CCCN2CCOCC2)Cc2cc3cc(OC)ccc3[nH]c2=O)cc1,1722,1631
COc1ccc(S(=O)(=O)Cc2ccccc2)cc1N,1875,1672
OCC1(Cc2cccc(C(F)(F)F)c2)CCN(Cc2cc3ccccc3o2)CC1,1818,1817
CCOC(=O)c1nn(-c2ccc(F)cc2)c(=O)c2c(N)scc12,1758,1397
O=C(Cn1cnc2cc([N+](=O)[O-])ccc2c1=O)Nc1cccc(S(=O)(=O)N2CCOCC2)c1,1774,1686

Some of these compounds in order of molecular weight, falling:
mol,SRC1 TRFRET art,SRC3 TRFRET art
COc1ccc(Cn2nnnc2CN(CCCN2CCOCC2)Cc2cc3cc(OC)ccc3[nH]c2=O)cc1,1722,1631
CCOc1ccc(-n2c(SCC(=O)Nc3nccs3)nc3c(c2=O)SCC3)cc1,1730,1522
OCCC1CN(Cc2nc3ccccc3s2)CCN1C1CCCCC1 (stereo unspecified),1845,1663
CNc1c([N+](=O)[O-])cnn1-c1ccccn1,1534,1547

(next part)
mol,SRC1 TRFRET art,SRC3 TRFRET art
O=C(OC1CCOC1=O)c1cccc(S(=O)(=O)Nc2cccc(Cl)c2)c1 (stereo unspecified),1616,1385
COCCNC(=O)COC(=O)C1=Cc2ccccc2OC1,1828,1498
CCO[C@H]1OC(C(=O)N2CCCCCCC2)=C[C@@H](c2csc3ccccc23)[C@@H]1CCCO,1741,1469
Cc1cc(C)c(C(=O)CSc2nnc(C)s2)c(C)c1,2002,1670
CN(C)C(=O)N1CCC(C(=O)NCc2ccc(F)cc2Cl)CC1,1564,1372
Cc1cc(S(=O)(=O)Nc2ccc3c(c2)n(C)c(=O)n3C)ccc1F,1580,1377
O=c1c2ccccc2c(-c2ccccc2)nn1Cc1ccccc1,1737,1426
COc1ccccc1C(=O)Nc1ccc(C)cc1C(=O)c1ccccc1,1693,1597
Cc1ccc(NC(=O)COC(=O)CNC(=O)c2ccco2)cc1,1715,1492
CN1CCc2nc(NC(=O)COc3ccc(C#N)cc3)sc2C1,1876,1565
CCC(=O)NNc1nc2c(F)cc(F)cc2s1,1533,1562
CCNc1nc(CN2CCCCC2)nc2scc(-c3ccccc3)c12,2071,1690
CCN(C(=O)CSc1nc2ccccc2n1CC)C1CCS(=O)(=O)C1 (stereo unspecified),1980,1701
Cc1ccc2nc(C(F)C(F)(F)F)[nH]c2c1 (stereo unspecified),1764,1731
C#CCOCCOCCOCCNc1nc(N2CCN(C(=O)[C@H](CCC(=O)O)n3cc(C(N)CC(C)C)nn3)CC2)nc(N2CCN(C(=O)[C@H](Cc3cc4ccccc4[nH]3)n3cc(C(N)[C@H](C)CC)nn3)CC2)n1 (stereo partly specified),1843,1418
O=C(COC(=O)c1ccc(O)cc1)Nc1ncc(Cl)cc1Cl,1777,1491
O=C1SCC(c2ccccc2)=NN1Cc1ccccc1,1919,1759
Cn1c(CCc2nc3ccccc3[nH]2)nnc1SCC#N,2092,1787
COc1ccccc1NC(=O)Nc1cnccn1,1586,1669
CCN(C(=O)c1ccnn1C)c1ccccc1,1717,1599
COc1ccc(C(C)=O)cc1COC(=O)CCCN1C(=O)c2ccccc2C1=O,1890,1542
C=CCOc1ccccc1CN1CCCC(CCC(=O)N(C)CCc2ccccn2)C1 (stereo unspecified),1848,1420
CCOC(=O)CC(=O)c1[nH]c(C)c(C(=O)OCC)c1C,1704,1623
Cn1cc(C(=O)Nc2ccc3c(c2)CCC3)cn1,1840,1404
CCOc1ccc(NC(=O)C(Cc2ccccc2)N2C(=O)c3cccc4cccc(c34)C2=O)cc1 (stereo unspecified),2081,1357
CCNC(=O)c1cc(S(=O)(=O)N(C)C)c(Cl)cc1Cl,1650,1613
CC1=Nc2ccc(C)cc2/C1=C/c1c(N)n2oc(C)cc2nc1=O,1560,1510
COc1ccc([N+](=O)[O-])cc1NC(=O)C(C)Sc1nc(-c2ccccc2)cs1 (stereo unspecified),1725,1508
CCN(CC)CCCN(Cc1cc2cc3c(cc2[nH]c1=O)OCO3)C(=S)Nc1ccc(OC)cc1,1858,1799

Four compounds drawn at random from those above:
mol,SRC1 TRFRET art,SRC3 TRFRET art
COc1ccc(C(NC(=O)c2ccc(F)cc2)c2ccccc2)cc1 (stereo unspecified),1633,1543
OCCC1CN(Cc2nc3ccccc3s2)CCN1C1CCCCC1 (stereo unspecified),1845,1663
COc1ccc(C(=O)N/N=C2\CCc3ccccc32)cc1OC,1831,1563
Cc1cc(S(=O)(=O)Nc2ccc3c(c2)n(C)c(=O)n3C)ccc1F,1580,1377
